Screening results (PubChem BioAssay)
Lipid droplet = hepatic lipid droplet formation modulation. AML12 mouse hepatocytes, oleate lipid droplets, BODIPY imaging. inhibition, % at 6.5 µM. 240,000 tested, 0.4% active. AID 1656;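 active = lipid droplet intensity inhibited by at least 50%, with more than 500 cells counted; inconclusive = wells with under 300 cells, treated as cytotoxic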
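material = mouse AML12 hepatocyte cell line, fixed after treatment | also added = 100 µM oleic acid challenge | doses = compound at 6.5 µM only | schedule = overnight exposure | technique = Image-based BODIPY and DAPI two-channel analysis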
WT yeast gro inh = growth inhibition of WT yeast, mitochondrial fusion screen; mitochondrial fusion phenotypic screen, WT strain; inhibition, % at 10 µM; 190,000 tested, 2.1% active; AID 1362; in the data active = inhibition above about 58%; tested in S. cerevisiae
b-catenin transl = alters nuclear translocation of beta-catenin in HeLa cells | immunofluorescence imaging | nuclear translocation activity, % at 5 µM | 190,000 tested, 0.3% active | AID 1665;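 active = nuclear translocation activity above 50% at 5 µM, with a well cell count of 50 or more; inconclusive = wells under 50 cells across six images, flagged as toxic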;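 also: per-cell ratio of nuclear to cytoplasmic median beta-catenin stain intensity; plate controls were DMSO negative control for no effect and GSK-3 inhibitor IX positive control for full effect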
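Test system: human HeLa cells, endogenous beta-catenin. Times: 24 h compound exposure, 37°C. Measured by: beta-catenin immunofluorescence imaging with DAPI.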
XIAP antagonists = XIAP antagonists, biochemical, IAP family, fluorescence polarization (AID 1018) | XIAP BIR domain, fluorescence polarization peptide displacement; higher % means a stronger effect | displacement, % at 20 µM; hits with a dose series show IC50 in µM | 200,000 tested, 0.007% active; in the data active = displacement above about 50%; also: a part of the inactive calls stands beside numbers as strong as those of hits
Dynein transport = blocks dynein driven cargo transport along microtubules; 220,000 tested, 0.47% active; AID 1381; 3617.4 mouse cells, GR-EGFP nuclear translocation imaging; test concentration mostly 20 µM; stimulated with dexamethasone, 1 µM; active compounds read low; z-score, hits read low;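 active = plate z-score of nuclear minus cytoplasmic receptor signal below a set negative limit, without overly bright fluorescence or cell loss, cut at about -3.5 in these data, passing the limit was not always enough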;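 also: z-score of nuclear minus cytoplasmic ring GR-EGFP intensity difference per well; some compounds called inactive have numbers as strong as hits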
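Also added – dexamethasone, 1.0 µM final · Buffer or medium – tet-free, stripped-serum medium · Schedule – induction 48 h, compound 1 h, agonist 30 min · Detection – formaldehyde fixation, Hoechst nuclear stain, 10x automated fluorescence imaging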
ER stress rescue = protection against thapsigargin-triggered cell killing – 384-well, CSM14.1, ATP luminescence, primary screen (AID 1222); one-dose cellular ATP content (survival), % at 20 µM; EC50 in µM for titrated hits; CSM14.1 thapsigargin-induced death rescue, ATP luminescence; higher % means a stronger effect; 190,000 tested, under 10 active;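 active = EC50 below 50 µM in the dose-response confirmation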;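 also: death triggered by thapsigargin at about 15 µM added after 2 h compound pretreatment; cell ATP read after overnight thapsigargin exposure of roughly 18 to 22 hours; normalized against plate controls of thapsigargin alone and 5% DMSO vehicle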
Ins promoter up = MIN6 insulin promoter up-regulation | MIN6 insulin promoter-GFP reporter, high-content imaging; active compounds read high | z-score at 5 µM | 190,000 tested, 0.3% active | AID 1625;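 active = z-score above 3 at 5 µM with at least 500 cells counted in the well; inconclusive = wells under 500 cells, flagged as cytotoxic or low count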
MT stabilize HCS = microtubule stabilizers in HeLa cells. HeLa tubulin immunostaining HCS, 24 h; share of cells brighter than vehicle mean+2SD. % tubulin-high responders, % at 10 µM. 200,000 tested, 0.83% active. AID 2205;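 active = plate Z-score above 3 for both tubulin-high and condensed-nucleus cell shares, with cell loss under 80%, at 10 µM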;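 also: anti alpha tubulin signal scored within the nucleus-defined area of each cell; some results filed as inactive read as strong as hits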
Autophagy HCS = alters autophagy in cells. MEF GFP-LC3 puncta imaging; test concentration mostly 10 µM. calls only at 10 µM (by protocol). 190,000 tested, 0.98% active;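 active = percentage of spot-positive cells more than 3 SD above its plate mean, without a fluorescence outlier flag or 80% toxicity; inconclusive = no clear call, values can overlap the other calls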;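 also: spot-positive cell cutoff set from DMSO-treated cells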
WT yeast gro inh mutant strain = recorded beside WT yeast gro inh, whose call it bears; inhibition, %; mitochondrial fusion phenotypic screen, mutant strain inhibition
Dynein transport cytoplasmic EGFP = also measured in Dynein transport; calls as there; z-score; measured here: cytoplasmic GR-EGFP intensity; active compounds read high
Dynein transport nuclear GR-EGFP = also measured in Dynein transport; calls as there; z-score; measured here: nuclear GR-EGFP intensity;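 lower value marks the stronger effect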
Dynein transport cell count = also measured in Dynein transport; calls as there; z-score; measured here: cell count per field
Ins promoter up cell count = further read-out of Ins promoter up, marked with its call; cell count; measured here: cytotoxicity, nuclei count;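 total cells summed across four imaged fields per well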
Lipid droplet cells 6.5 µM = recorded beside Lipid droplet, whose call it bears; cell count; measured here: cell count, cytotoxicity flag;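 cells counted across two imaged fields per well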
b-catenin transl cell count 5 µM = further read-out of b-catenin transl, marked with its call; cell count; measured here: cell count, cytotoxicity flag
MT stabilize HCS Hoechst-high % = further read-out of MT stabilize HCS, marked with its call; % Hoechst-high responders; measured here: nuclear condensation Hoechst responders;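 share of cells brighter than vehicle mean plus two SD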
MT stabilize HCS cytotoxicity % = also measured in MT stabilize HCS; calls as there; toxicity, %; measured here: cytotoxicity by cell density;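 0% = mean cell density of plate MIN control wells and 100% = no cells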
Autophagy HCS cell loss 18 h = further read-out of Autophagy HCS, marked with its call; toxicity, %; measured here: cell loss, nuclei count;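 cell loss after 18 h compound exposure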
Active calls of the source: *; i = inactive; ? = inconclusive; . = not tested or not shown; & = joins results of further samples.

SMILES	Lipid droplet	Lipid droplet cells 6.5 µM	WT yeast gro inh	WT yeast gro inh mutant strain	b-catenin transl	b-catenin transl cell count 5 µM	XIAP antagonists	Dynein transport	Dynein transport cytoplasmic EGFP	Dynein transport nuclear GR-EGFP	Dynein transport cell count	ER stress rescue	Ins promoter up	Ins promoter up cell count	MT stabilize HCS	MT stabilize HCS Hoechst-high %	MT stabilize HCS cytotoxicity %	Autophagy HCS	Autophagy HCS cell loss 18 h
O=C1C(=O)c2ccccc2-c2ccccc21	0	827	97*	94*	-0.5	1034	4.6%	-2.1	0.016	-1.2	2.6	-4.6%	?	.	5.8	4.4	1.7	i	97
CC(NC(=O)Oc1ccccc1)C(c1cccs1)N1CCOCC1 (stereo unspecified)	0	720	-2	-2	-1.3	1158	-8.8%	-0.5	-0.2	0.032	0.16	-0.1%	-0.14	1220	1.8	1.8	5.7	i	0
CCCCn1c(=O)c(C(=O)Nc2ccccc2S(N)(=O)=O)c(O)c2ccccc21	.	.	67*	58*	-1.5	988	-0.9%	-0.38	-0.24	0.24	0.36	-2.0%	-0.08	1210	2.5	1.6	6.3	i	4
Cc1cc(/C=C2/C(=O)NC(=O)N(C)C2=O)c(C)n1-c1ccccc1	-35	525	-5	0	0.2	1492	0.1%	0.39	1.4	0.67	-0.41	-2.6%	-0.07	1451	4.7	2.9	24	i	13
CC(C)Oc1ccc(CC2(CCc3ccncc3)C(=O)NC(=O)NC2=O)cc1	-14	716	.	.	2.3	1283	.	0.6	-0.14	0.33	-0.33	.	-0.16	1056	.	.	.	.	.
Cc1cc(N2CCCC2)ccc1C=C(C#N)C#N	5	782	9	-18	1.6	941	-8.0%	2.3	0.37	1.3	-1.3	-2.3%	1.8	1193	5.5	1.6	6.4	i	0
OC1/C(=C/c2ccc(Cl)cc2Cl)N2CCC1CC2 (stereo unspecified)	17	699	4	6	-1.1	1055	-4.8%	0.72	-0.13	0.62	-0.66	-4.7%	-0.34	1276	4.6	3.5	1.3	i	-29
Cc1ccccc1-n1c(O)c(C(c2ccncc2)c2c(O)n(-c3ccccc3C)c(=O)[nH]c2=O)c(=O)[nH]c1=O	-15&0	744&580	.	.	-0.7&-0.8	1279&1314	.	0.0099&-0.33	-0.13&-0.27	0.11&0.25	0.39&0.51	.	0.3&0.49	1066&1087	.	.	.	.	.
CNC(=O)Oc1ccc(-c2cn3cc(Cl)ccc3n2)cc1	28	621	15	6	-1.9	545	-10%	-0.34	-0.24	-0.015	0.34	-14%	-0.3	1385	3.7	3.6	4.5	i	25
C[C@H]1OC[C@@H](C[N+](C)(C)C)O1	31	713	-2	-30	0.7	570	-7.6%	-0.52	-0.29	-0.087	0.77	-2.2%	.	.	4.0	2.3	6.3	i	18
CN(C)CC1CSCCC1(O)c1ccccc1Cl (stereo unspecified)	-13	713	-6	15	2.2	548	0.6%	-0.89	-0.26	-0.28	0.41	-3.3%	.	.	4.3	1.9	7.1	i	-21
CC(=NCc1ccco1)c1c(O)n(-c2ccccc2)c(=O)[nH]c1=O	.	.	-24	-13	-3.0	1458	1.2%	2.2	-0.14	0.62	-1.2	-0.7%	0.13	1332	4.0	1.8	2.4	i	-5
Cc1ccccc1N1C(=O)NC(=O)/C(=C\c2cc(Br)c(N3CCOCC3)o2)C1=O	19	637	-8	5	0.0	1143	-0.9%	3.4	1.3	2.6	-1.6	3.1%	0.84	1632	1.2	3.8	10	i	8
Nc1ccc(S(=O)(=O)N2CC3CC(C2)c2cccc(=O)n2C3)cc1 (stereo unspecified)	.	.	8	11	-6.5	1177	-2.5%	0.89	-0.15	0.87	-0.73	0.3%	-0.58	1032	0.9	3.1	10	i	-4
c1ccc2c(CCNC3=NCCC3)c[nH]c2c1	.	.	-4	11	3.6	711	-6.5%	0.068	-0.19	0.12	-0.1	.	0.05	966	5.5	3.6	6.2	i	12
Cc1ccc2c(c1)N(CCC(=O)N1CCC3(CC1)OCCO3)C(=O)CO2	-7	695	5	7	-2.1	1077	-8.4%	0.055	-0.43	-0.05	0.38	-1.9%	0.42	1638	6.4	2.6	7.4	i	-6
CCn1cc(CN2CCCC(C(=O)c3sccc3C)C2)cn1 (stereo unspecified)	-12	744	-1	5	-1.0	1153	-3.7%	-1	0.96	-0.23	-0.2	0.2%	-0.08	1379	4.1	1.8	5.9	i	15
CCc1ccc(C(=O)C23CN4CN(CN(C4)C2)C3)cc1	3	771	-18	2	.	.	-6.3%	0.48	-0.18	0.71	-1.5	-1.4%	.	.	3.3	1.5	5.3	i	-6
Cn1c(O)c(C=NCCN2CCOCC2)c(=O)[nH]c1=S	-9	670	.	.	0.1	1313	.	-0.29	-0.75	-0.47	-0.074	.	-0.23	1007	.	.	.	.	.
CCC(=Nc1cc(OC)ccc1OC)c1c(O)[nH]c(=O)[nH]c1=O	.	.	3	2	2.4	1183	-0.5%	1.1	-0.12	0.067	-2.4	-0.8%	0.06	1578	5.0	4.7	7.6	i	3
CCCCC(CC)CNCC(O)c1ccccc1 (stereo unspecified)	-12	716	11	-2	-2.7	1110	-4.4%	-0.57	-0.22	0.076	1.3	-1.8%	-0.16	1377	5.0	1.9	4.8	i	-12
CSc1ncc(/C=C2/C(=O)NC(=O)N(C3CCCCC3)C2=O)cn1	.	.	-8	-9	3.2	1369	-4.3%	0.012	0.54	-0.12	-0.12	-1.9%	0.67	1373	2.5	1.4	3.2	i	-23
CCCCn1c(O)c(C(C)=NCCCN(C)C)c(=O)[nH]c1=O	.	.	-17	-2	-1.5	1286	-2.0%	0.87	-0.019	0.82	-1.3	-0.5%	0.21	1435	4.0	2.3	12	i	10
Cc1nc2ccccc2c(=O)n1-c1cc(F)ccc1F	9	726	-4	6	0.1	1091	-6.0%	-0.1	-0.18	-0.63	-0.28	.	-0.37	1277	1.9	1.0	5.4	i	-9
CCOP(=O)(OCC)c1ccc(OP(=O)(c2cccc([N+](=O)[O-])c2)c2cccc([N+](=O)[O-])c2)cc1	41	804	.	.	1.1	1296	.	-0.68	-0.23	-0.34	0.65	.	-0.47	1057	.	.	.	.	.
CC(=O)c1c(C)n(C2CCCCC2)c2ccc(O)cc12	3	723	3	-12	1.2	1520	15%	-0.12	0.031	-0.04	0.034	1.3%	-0.19	1322	4.4	2.3	14	i	4
COc1ccccc1-n1c(-c2cccs2)nc2ccccc2c1=O	-6	702	14	1	-0.4	1145	-4.3%	1.3	-0.082	0.58	-0.54	.	-0.69	1339	3.8	2.5	9.6	i	20
Cn1c(O)c(C(=Nc2ccc(F)cc2)c2ccccc2Cl)c(=O)n(C)c1=O	-4	747	.	.	-0.1	1321	.	-0.18	-0.28	-0.16	0.5	.	-0.69	1040	.	.	.	.	.
Cc1nc2c(=O)n(C)c(=O)nc-2n(C)n1	?	.	10	5	-0.3	653	-4.1%	-0.74	-0.12	-0.34	1.4	-4.7%	?	.	2.3	1.4	80	i	98
COc1ccc(-c2nn(CCC#N)cc2C(=O)O)cc1	3	694	-7	5	2.1	865	2.9%	0.88	-0.12	0.85	-0.79	4.8%	-0.56	1455	2.7	2.7	5.3	i	-8
CN(C)c1ccc(-[n+]2c(-c3ccccc3)cc(-c3ccccc3)cc2-c2ccccc2)cc1	-132	414	77*	62*	3.5	1023	0.4%	-1.2	-0.052	0.055	-0.079	-0.8%	?	.	2.9	2.1	9.0	i	27
CSC1=NP(=S)(SC)N2CCCC2=C1C#N (stereo unspecified)	.	.	.	.	-1.2	848	-1.2%	0.92	-0.33	0.79	-1.1	-0.7%	-0.29	1399	7.6	1.4	0.4	i	-3
c1ccc(C2=NP(N3CCOCC3)(N3CCOCC3)=NC(N3CCOCC3)=N2)cc1	.	.	-2	-11	-4.6	944	-2.9%	-0.66	-0.059	-0.34	1.2	0.6%	1.1	1110	3.4	2.2	6.9	i	15
CCOc1c(P(=S)(N(C)C)N(C)C)c(C)nn1-c1ccccc1	-28	615	17	6	-0.8	995	-3.0%	0.3	-0.24	0.49	-0.27	-1.4%	0.09	1581	3.4	1.1	4.2	i	5
O=C1C2(c3ccccc3)CN3CN(C2)CC1(c1ccccc1)C3	0	793	-20	4	.	.	-1.3%	-0.18	-0.3	-0.14	0.57	-1.2%	0.11	870	1.4	1.2	19	i	-9
O=c1[nH]c(=O)n(Cc2ccc(F)cc2)c(O)c1C=NCC1CCCO1 (stereo unspecified)	.	.	4	8	-4.0	726	-1.2%	0.12	-0.33	0.32	0.21	-2.6%	0.73	1312	5.2	3.0	11	i	11
C=Cn1ccnc1P(O)(=S)c1nc(C)c(CCOC(C)=O)s1 (stereo unspecified)	-11	696	-6	-5	-2.4	1134	-6.3%	0.15	-0.28	0.2	0.32	-0.9%	-0.12	1157	2.8	1.7	8.4	i	14
O=C(CCC(=O)N1CCC2(CC1)OCCO2)Nc1nnc(C(F)(F)F)s1	.	.	-20	-10	-1.5	1027	-6.8%	0.032	-0.31	-0.62	-0.32	-2.1%	.	.	5.6	2.7	5.1	i	-5

A portion of the library, so the mix of outcomes need not match the whole.
